Tb PYK inh: inhibitors of Trypanosoma brucei pyruvate kinase; Q57TT1; Potency, µM (highest dose often 76.8 µM), for inactives: top-dose activity, negative = inhibition, hits mostly inhibitors; 410,000 compounds, 0.12% hits; TbPYK enzyme, Kinase-Glo Plus ATP luminescence, 45 min; note: nearly all actives have a fitted effect of over 50% in size
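Luminescence from Kinase-Glo Plus, added after a 45-minute room-temperature reaction, served as the end-point read-out. The enzyme and substrate were preincubated with compound before ADP (130 uM final) initiated turnover. Concentration-effect curves came from normalized qHTS data.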
AmpC no deterg: inhibitors of E. coli AmpC beta-lactamase without detergent; 330,000 compounds, 0.52% hits; Potency, µM (doses to about 57.1 µM), for the others: at the highest dose activity change, negative = inhibition, actives largely listed as inhibitors; P00811; AID 485341; AmpC nitrocefin hydrolysis, absorbance 480 nm, 0.0001% Triton;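 note: plate controls were no compound for no effect and no enzyme for full effect; nearly all actives have a fitted effect of over 20% in size; some results filed as inactive show a strong effect at the top dose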
Target sequence (P00811 whole entry, looked up): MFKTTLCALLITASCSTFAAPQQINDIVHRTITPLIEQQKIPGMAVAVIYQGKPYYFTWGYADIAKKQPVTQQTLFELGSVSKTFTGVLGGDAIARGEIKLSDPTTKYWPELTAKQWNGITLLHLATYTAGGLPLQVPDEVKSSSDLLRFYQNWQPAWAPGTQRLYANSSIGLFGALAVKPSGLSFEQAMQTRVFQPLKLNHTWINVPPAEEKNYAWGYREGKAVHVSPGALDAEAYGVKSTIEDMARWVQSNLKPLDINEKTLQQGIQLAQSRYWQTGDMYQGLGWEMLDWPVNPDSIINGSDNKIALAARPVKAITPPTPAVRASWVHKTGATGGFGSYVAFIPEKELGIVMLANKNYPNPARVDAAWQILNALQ
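AmpC (5.3 nM in the dispensed reagent) in 20 mM phosphate pH 7.0 with 0.01% (detergent screen) or 0.0001% Triton X-100 was preincubated with compounds for 15 min at room temperature. Nitrocefin was then added from an 800 uM solution, and hydrolysis was followed at 480 nm.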
The depositor's hits bear a star; ? = inconclusive; [ ] = another dose, or the depositor's remark. Calls come from the whole dose curve; as a rule, active = well fitted curve in the direction sought with a large enough effect; inconclusive = small, poorly fitted or top-dose-only effect, or another doubt; inactive = no such curve, though single readings can be large; an effect the other way counts as inactive or inconclusive. Unless noted, % is set by controls: 0 for no effect and ±100 for the full control effect; potency is the fitted concentration of half-maximal effect. An excerpt; the hit share may differ from the screen's.

No.	compound	Tb PYK inh	AmpC no deterg
1	CC(C)(C)OC(=O)N1O[C@H]2CC1[C@@H]1[C@@H]2N=NN1CCc1ccncc1	?	-17.2%
2	Cc1nc2ccc(NS(=O)(=O)c3cccc([N+](=O)[O-])c3)cc2s1	3.3%	-32.7%
3	CC(OC(=O)c1ccco1)C(=O)Nc1nc(-c2ccccc2)cs1 (stereo not drawn)	3.9%	-29.3%
4	CCC1CCCCN1C(=O)CSc1n[nH]c(N)n1 (stereo not drawn)	-12.3%	-6.6%
5	CC(=O)C[C@H](O)CC(=O)[C@H]1OC(=O)[C@H](C)CCCCc2ccccc21	4.8%	19.1%
6	O=C(CNS(=O)(=O)c1c(F)cccc1F)NC1CCCc2ccccc21 (stereo not drawn)	0.8%	-18.5%
7	COc1ccc(S(=O)(=O)N2CCOCC2)cc1C(=O)N(C)Cc1ccco1	0.0%	-12.6%
8	COc1cc(S(=O)(=O)N2CCn3cccc3C2C)ccc1NC(C)=O (stereo not drawn)	-17.0%	0.2%
9	CCOC(=O)CC(=O)Nc1ncnc2c1C(c1ccccc1)c1c(ccc3ccccc13)O2 (stereo not drawn)	3.2%	-12.0%
10	CCCn1nc(C(=O)NNC(=O)c2ccc(OC(F)F)cc2)c2ccccc2c1=O	-1.1%	-13.3%
11	C=CCOc1ccc(/C=C/C(=O)OCC(=O)N2CCN(C(C)=O)CC2)cc1	3.4%	58.8%
12	Cc1onc(-c2ccccc2Cl)c1C(=O)OCC(=O)N1CCC(C)CC1	-3.6%	80.2%[activator]
13	O=C(Nc1ccc(Cl)cc1)C1(S(=O)(=O)c2ccccc2)CC1	-9.2%	-24.1%
14	C[C@H](CO)N1C[C@H](C)[C@@H](CN(C)S(C)(=O)=O)Oc2ccc(NC(=O)Nc3ccc4c(c3)OCO4)cc2C1=O	-7.3%	60.3%[activator]
15	COc1ccccc1C(=O)OCc1cc(=O)n2ccsc2n1	-1.6%	-12.1%

Next section:
No.	compound	Tb PYK inh	AmpC no deterg
16	CC1CCCCC1NC(=O)COc1ccc(C#N)cc1 (stereo not drawn)	2.6%	-1.9%
17	O=C(CNC(=O)c1ccc2ccccc2c1)NC1CCCCC1	-1.4%	-11.0%
18	Cc1cccc(N2CCN(C(=O)CCc3nc4ccccc4c(=O)[nH]3)CC2)c1C	13.4%	-17.2%
19	CCOc1ccc(S(=O)(=O)N2CCN(C(=O)c3ccc(C)c(S(=O)(=O)N4CCOCC4)c3)CC2)cc1	-8.6%	10.9%
20	COc1ccccc1NC(=O)COc1cccnc1[N+](=O)[O-]	2.5%	-15.0%
21	Cc1cc(C)c(C)c(S(=O)(=O)N2CCN(C(=O)c3cc(S(=O)(=O)N4CCOCC4)ccc3F)CC2)c1C	4.1%	198.6%[activator]
22	COc1ccc(NS(=O)(=O)c2cccc(C(=O)NN=Cc3cc(Br)c(O)c(Br)c3)c2)cc1	-0.3%	-55.3%
23	CC(=O)c1ccc(N2C(=O)CC(N3CCN(S(=O)(=O)c4ccc(C)c(C)c4)CC3)C2=O)cc1 (stereo not drawn)	3.2%	91.6%[activator]
24	Cc1nnc(NC(=O)CCC(=O)N2CCN(S(=O)(=O)c3cc([N+](=O)[O-])ccc3C)CC2)s1	-0.3%	-0.6%
25	CCN(CC(=O)Nc1ccc(NC(C)=O)cc1)S(=O)(=O)/C=C/c1ccccc1	-1.5%	-14.1%
26	COc1ccc(NC(=O)Nc2ccc3c(c2)C(=O)N([C@H](C)CO)C[C@H](C)[C@@H](CN(C)S(=O)(=O)c2ccc(F)cc2)O3)cc1	0.3%	121.8%[activator]
27	O=C(COc1ccc(Br)cc1F)Nc1nnc(C2CC2)s1	-5.0%	-27.6%
28	Cc1ccc(S(=O)(=O)N2[C@@H](c3ccc(C(C)(C)C)cc3)C(C(=O)O)=CC[C@H]2c2ccc(Cl)c(Cl)c2)cc1	-3.2%	-5.8%
29	O=C(NCCC(=O)N1CCN(c2ccccn2)CC1)c1ccc([N+](=O)[O-])cc1	-4.2%	-3.8%
30	Cc1ccc(C(=O)N2CCCCC2C(=O)O)cc1S(=O)(=O)N1CCCCC1 (stereo not drawn)	-10.2%	-14.0%

An excerpt of these results, screen by screen:
(24) Cc1nnc(NC(=O)CCC(=O)N2CCN(S(=O)(=O)c3cc([N+](=O)[O-])ccc3C)CC2)s1
(25) CCN(CC(=O)Nc1ccc(NC(C)=O)cc1)S(=O)(=O)/C=C/c1ccccc1
(26) COc1ccc(NC(=O)Nc2ccc3c(c2)C(=O)N([C@H](C)CO)C[C@H](C)[C@@H](CN(C)S(=O)(=O)c2ccc(F)cc2)O3)cc1
(27) O=C(COc1ccc(Br)cc1F)Nc1nnc(C2CC2)s1
Screen / compound no. | 24 | 25 | 26 | 27
Tb PYK inh | -0.3% | -1.5% | 0.3% | -5.0%
AmpC no deterg | -0.6% | -14.1% | 121.8%[activator] | -27.6%

The results go on:
No.	compound	Tb PYK inh	AmpC no deterg
31	O=C(CCC(=O)Nc1ccccc1Cl)NNC(=O)C1CCCCC1	-1.5%	-14.2%
32	COc1ccc2sc(-c3ccc(S(C)(=O)=O)cc3)c(-c3ccc4c(c3)OCCO4)c2c1	1.9%	21.3%
33	COC(=O)c1ccc(OCC(=O)NCCC2=CCCCC2)c(OC)c1	3.4%	12.4%
34	CCN(C(=O)CN1C(=O)CN(C)C1=O)c1cccc2ccccc12	3.0%	-11.3%
35	N#Cc1ccccc1OCC(=O)NNC(=O)CCC1CCCC1	2.5%	-15.3%
36	O=C1CS(=O)(=O)N(Cc2ccccc2F)c2ccc(Br)cc21	5.1%	-52.1%
37	COc1cc(NC(=O)c2ccc(S(=O)(=O)N(C)c3ccccc3)cc2)cc(OC)c1	-3.1%	-16.6%
38	Cc1noc(C)c1NC(=O)N(C)C[C@H]1Oc2c(NS(=O)(=O)c3cn(C)cn3)cccc2C(=O)N([C@H](C)CO)C[C@@H]1C	-2.6%	-26.1%
39	COc1ccc(C2=CN3CCCCC3CC2=O)cc1OC (stereo not drawn)	-10.0%	-4.8%
40	CC(=O)c1c(C)[nH]c(C(=O)CN2CCN(S(=O)(=O)c3ccccc3F)CC2)c1C	0.9%	-11.1%
41	Cc1ccc(NC(=O)C(C)OC(=O)CSc2ccccc2)cc1 (stereo not drawn)	3.0%	-18.6%
42	CC[C@H]1CCCCc2ccccc2[C@@H](C(=O)C[C@@H](O)CC(C)=O)OC1=O	2.5%	2.8%
43	COc1ccc(S(=O)(=O)NCCC(=O)NC2CCCCC2C)cc1[N+](=O)[O-] (stereo not drawn)	-4.7%	-23.7%
44	CC(CC(=O)OCC(=O)NC1CCS(=O)(=O)C1)c1ccccc1 (stereo not drawn)	-12.0%	-7.8%
45	C[C@H](CO)N1C[C@H](C)[C@@H](CN(C)S(=O)(=O)c2ccc(F)cc2)Oc2ccc(NS(=O)(=O)c3ccc(F)cc3)cc2C1=O	-1.0%	144.1%[activator]

Looked up by structure from the entries so far, two records:
No.	compound	Tb PYK inh	AmpC no deterg
34	CCN(C(=O)CN1C(=O)CN(C)C1=O)c1cccc2ccccc12	3.0%	-11.3%
42	CC[C@H]1CCCCc2ccccc2[C@@H](C(=O)C[C@@H](O)CC(C)=O)OC1=O	2.5%	2.8%

The list continues:
No.	compound	Tb PYK inh	AmpC no deterg
46	COC(=O)[C@@]1(Cc2ccccc2)[C@H]2C(=O)N(C)C(=O)[C@H]2[C@H]2CN=C(SCc3ccc(C#N)cc3)N21	2.2%	195.3%[activator]
47	Cc1cccc(C)c1NC(=O)CN(C)C(=O)CCC(=O)N1CCOCC1	-9.7%	-11.1%
48	CN(CC(=O)Nc1ccccc1Cl)C(=O)COC(=O)c1ccc(-c2ccc(O)cc2)cc1	-8.9%	-39.9%
49	O=C(COC(=O)CCc1ccccc1)NNC(=O)c1ccccc1	9.0%	-7.8%
50	CN(C(=O)CN1C(=O)c2ccc([N+](=O)[O-])cc2C1=O)C1CCCCC1	3.2%	-4.2%
51	Cc1noc(C)c1S(=O)(=O)N(C)C[C@H]1Oc2ccc(NC(=O)NC3CCCCC3)cc2C(=O)N([C@H](C)CO)C[C@@H]1C	0.6%	211.1%[activator]
52	O=C(CN1C(=O)NC2(CCCCC2)C1=O)Nc1ccc(Cl)cc1	-8.1%	-17.6%
53	O=C(COC(=O)C12CC3CC(CC(C3)C1)C2)NCc1ccccc1	-6.7%	-12.8%
54	O=C(CCN1CCOCC1)NNC(=O)c1ccc([N+](=O)[O-])cc1[N+](=O)[O-]	4.6%	-13.7%
55	CCCn1c(N)c(C(=O)CSc2nnc(C3CC3)n2C2CC2)c(=O)[nH]c1=O	2.0%	-24.9%
56	CC(Sc1nnc(C(F)(F)F)n1C)C(=O)Nc1ccc(N2CCOCC2)cc1 (stereo not drawn)	7.5%	-5.9%
57	Cc1n[nH]c(C)c1S(=O)(=O)N1CCCC(C(=O)O)C1 (stereo not drawn)	10.7%	-19.2%
58	Cc1ccc(S(=O)(=O)Nc2ccc3c(c2)C(=O)N([C@H](C)CO)C[C@@H](C)[C@@H](CN(C)C(=O)Nc2cccc4ccccc24)O3)cc1	0.4%	242.9%[activator]
59	Cn1nnnc1SCC(=O)Nc1cccc(S(=O)(=O)N2CCCCC2)c1	5.2%	-28.9%
60	O=S(=O)(Nc1ccc2cn[nH]c2c1)c1cc(Br)ccc1Br	5.4%	-16.1%

Full records, quoted from the list. Values in the order: Tb PYK inh | AmpC no deterg
`O=C(CCN1CCOCC1)NNC(=O)c1ccc([N+](=O)[O-])cc1[N+](=O)[O-]` across the screens: 4.6% | -13.7%
`CCCn1c(N)c(C(=O)CSc2nnc(C3CC3)n2C2CC2)c(=O)[nH]c1=O` across the screens: 2.0% | -24.9%
`Cn1nnnc1SCC(=O)Nc1cccc(S(=O)(=O)N2CCCCC2)c1` across the screens: 5.2% | -28.9%

More records follow.
Order of results: Tb PYK inh	AmpC no deterg
[61] CC(=O)N1CCN(C(=O)c2cccc(S(=O)(=O)N3c4ccccc4CC3C)c2)CC1 (stereo not drawn)
→ 3.4%	104.6%[activator]
[62] CN(c1ccccc1)S(=O)(=O)c1cccc(NC(=O)C2=NN(c3ccccc3)C(=O)CC2)c1
→ -7.3%	-27.8%
[63] CC1CCC(CN2C(Nc3ccccc3)=NC[C@@H]2Cc2ccccc2)CC1 (stereo partly drawn)
→ -0.4%	6.9%
[64] COc1ccc(NC(=O)c2nc3nccc(C)n3n2)cc1S(=O)(=O)N1CCOCC1
→ -1.0%	-8.7%
[65] CCNC(=O)NC(=O)CSc1ccc(S(=O)(=O)N2CCOCC2)cn1
→ -2.5%	-5.7%
[66] C[C@@]12C(=O)N(c3cccc(F)c3)C(=O)N1[C@@H]1c3ccccc3OC[C@@H]1[C@H]2c1ccccc1
→ -1.6%	-20.7%
[67] NS(=O)(=O)c1ccc(CNC(=S)NC(=O)c2ccco2)cc1
→ -16.2%	-19.4%
[68] C[C@H](CO)N1C[C@H](C)[C@@H](CN(C)S(C)(=O)=O)Oc2ccc(NC(=O)C3CC3)cc2C1=O
→ -6.7%	-17.5%
[69] CC1(C)CCC[C@]2(C)[C@H]3Cc4cc(O)ccc4O[C@]3(C)CC[C@@H]12
→ -18.7%	-26.1%
[70] C[C@]12CCC3C(CC[C@H]4C[C@@H](O)CC[C@]34C)C1CC[C@@H]2O (stereo partly drawn)
→ 2.6%	-1.5%

Following part:
Order of results: Tb PYK inh	AmpC no deterg
[71] COc1ccccc1NS(=O)(=O)c1cccc(C(=O)NNC(=O)c2ccc(Cl)nc2)c1
→ 5.7%	-18.9%
[72] O=C(c1ccc(Cl)s1)N1CCN(S(=O)(=O)c2ccc(Cl)cc2)CC1
→ 0.3%	-5.3%
[73] O=C(COC(=O)CC1CCS(=O)(=O)C1)Nc1ccc(F)cc1 (stereo not drawn)
→ -10.5%	-17.5%
[74] O=C(CSc1nnc(C2CC2)n1Cc1ccccc1)N1CCNC1=O
→ -4.9%	2.3%
[75] C[C@H](CO)N1C[C@H](C)[C@@H](CN(C)CC2CCCCC2)Oc2c(NC(=O)Cc3ccccc3)cccc2C1=O
→ -3.4%	217.4%[activator]
[76] CC1CCCCN1C(=O)c1ccc(C(=O)c2ccccc2)cc1 (stereo not drawn)
→ 4.4%	14.7%
[77] CC(C)(C)[C@@H]1COC(=O)[C@H](Cc2ccc(F)cc2)CC/C=C\C[C@@H](CC(=O)N(CCO)Cc2ccccc2)C(=O)N1
→ 2.4%	187.9%[activator]

Five structures from above, ordered by molar mass, highest first.
Order of results: Tb PYK inh	AmpC no deterg
[77] CC(C)(C)[C@@H]1COC(=O)[C@H](Cc2ccc(F)cc2)CC/C=C\C[C@@H](CC(=O)N(CCO)Cc2ccccc2)C(=O)N1
→ 2.4%	187.9%[activator]
[71] COc1ccccc1NS(=O)(=O)c1cccc(C(=O)NNC(=O)c2ccc(Cl)nc2)c1
→ 5.7%	-18.9%
[74] O=C(CSc1nnc(C2CC2)n1Cc1ccccc1)N1CCNC1=O
→ -4.9%	2.3%
[76] CC1CCCCN1C(=O)c1ccc(C(=O)c2ccccc2)cc1 (stereo not drawn)
→ 4.4%	14.7%
[70] C[C@]12CCC3C(CC[C@H]4C[C@@H](O)CC[C@]34C)C1CC[C@@H]2O (stereo partly drawn)
→ 2.6%	-1.5%

Assay outcomes as filed in PubChem.
